PAX8 reporter = inhibitors of PAX8 transcriptional activity in RMG-I cells; actives 1.2% (n = 360,000); RMG-I TPO-luciferase reporter, SteadyGlo, 24 h; inhibition, % at 12.6 µM;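 active means mean replicate inhibition at least 60% with every replicate also reaching 60%; inconclusive means only one of the two criteria is met; inactive means mean below 60% and not all replicates reaching 60%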;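 further: luciferase light reporting Pax8 driven TPO promoter activity; plate controls were median of neutral control wells for no effect and mitoxantrone controls for full effect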
PglD DTNB = blocks C. jejuni PglD acetyltransferase activity. purified PglD enzyme, DTNB colorimetric CoA detection. inhibition, % at 12.5 µM. actives 0.098% (n = 360,000); in the data active means inhibition above about 16%, passing the limit was not always enough; inconclusive means no clear call, values can overlap the other calls; further: strong numbers were not always called active
LGR2 antag = inhibitors of bursicon-induced Drosophila LGR2 receptor cAMP signaling. AID 720647. actives 0.35% (n = 380,000). HEK293 LGR2, CRE-luciferase, bursicon-stimulated, 4 h. inhibition, % at 9.99 µM;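 active means drop in luminescence signal, shown as inhibition above about 50% in the replicate tests, limit read from the data, passing the limit was not always enough; inconclusive means probably only some replicates passing the limit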;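 further: agonist challenge used bursicon conditioned medium at about half maximal strength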
PGC1a acetyl inh = lowers PGC1a acetylation signal in U2OS cells | AlphaScreen anti-acetyl-lysine; with virally co-expressed GCN5 acetyltransferase | inhibition, % at 15.6 µM | actives 0.17% (n = 350,000) | AID 651687;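 active means every replicate shows inhibition of at least 40%; inconclusive means mean inhibition at least 40% but some replicate below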;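 further: 0% = neutral control wells and 100% = positive control wells; some results beyond the cut were filed as inactive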
ERAP1 HTS inh = ERAP1 (human) enzyme inhibition; Q9NZ08; recombinant ERAP1, Leu-AMC fluorescence, 60 min; inhibition, % at 10.7 µM; actives 0.15% (n = 340,000); AID 652197;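 active means mean replicate inhibition of at least 30%, or all replicates individually reaching that 30% level; inactive means mean below 30% and not every replicate reaching it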;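 further: 0% = neutral control wells and 100% = L-leucinethiol positive control wells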
S100A4 inh HTS = blocks human S100A4 binding to myosin IIA peptide; P26447; S100A4/TAMRA-MyoIIA peptide fluorescence polarization; inhibition, % at 10.7 µM; actives 0.14% (n = 360,000); AID 652163;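 active means mean inhibition of at least 70% across replicates, with every replicate also reaching that level; inconclusive means mean inhibition reaches 70% but some replicates fall short; inactive means mean inhibition below 70%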
Target sequence (P26447 whole entry, looked up): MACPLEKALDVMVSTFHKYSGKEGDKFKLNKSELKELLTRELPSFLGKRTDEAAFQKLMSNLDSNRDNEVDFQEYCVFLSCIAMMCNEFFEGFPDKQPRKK
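Test system: S100A4 monomer protein; Medium: HEPES pH 7.2 with CaCl2, KCl, NaCl, DTT, Triton; Probe or stimulus: TAMRA-labelled myosin IIA heavy-chain peptide probe, 5 nM; Doses: one dose per compound; Times: polarization read 5 min after assay mix addition, stable 5–60 min; Benchmarks: neutral control DMSO, positive control TFP.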
EWS-Fli inh = blocks EWS/Fli oncoprotein-driven transcription | inhibition, % at 12.6 µM | A673 NR0B1-luciferase reporter, viability-normalised | actives 0.67% (n = 350,000) | AID 651661;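 active means mean inhibition of at least 50% after viability correction, with every replicate also passing that limit; inconclusive means mean reaches 50% but only one of two replicates passes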;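 further: firefly luciferase signal divided by Alamar Blue viability fluorescence both relative to DMSO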
FN deposit inh = fibronectin deposition inhibition. inhibition, % at 12.6 µM. AID 743247. actives 0.086% (n = 350,000). AH1F fibroblasts, Alexa488-fibronectin deposition fluorescence, overnight;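 active means mean inhibition across replicates of 30% or more, regardless of how many single replicates reach that level; inconclusive means mean under 30% yet at least half of replicates reach 30%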;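 further: positive control wells lacked labelled fibronectin entirely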
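Assay system: AH1F fibroblast monolayer, labelled fibronectin deposition. Amount: 10000 cells per well. Also added: labelled fibronectin 24 nM. Compound: single-point pinned compound. Incubation: cell attachment 1 h, compound and FN exposure overnight. Detection: fluorescence after three HBSS washes, excitation 485 nm, emission 525 nm. Read-out: inhibition of fibronectin deposition signal.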
Active calls of the source: *; ? = inconclusive; . = no result given. Not a hit list. Share with any hit: about 2.1%.

entry	Structure	PAX8 reporter	PglD DTNB	LGR2 antag	PGC1a acetyl inh	ERAP1 HTS inh	S100A4 inh HTS	EWS-Fli inh	FN deposit inh
1	Cc1cc(NC(=O)C(C)SCC(=O)OCc2c(Cl)cccc2Cl)no1 (stereo unspecified)	-13	0	-1	.	-2	-1	.	9
2	O=C(CCN1CCN(C(c2ccccc2)c2ccccc2)CC1)N/N=C/c1ccc(O)cc1O	-11	.	12	.	.	.	7	8
3	C[C@@H]1CCCCO[C@@H](CN(C)C)[C@@H](C)CN([C@@H](C)CO)C(=O)c2cc(NS(=O)(=O)c3cn(C)cn3)ccc2O1	-7	0	4	.	4	-3	.	-2
4	CC(C)=NOc1nc(N2CCOCC2)nc(N2CCOCC2)n1	-9	-2	.	12	.	-4	-3	-1
5	Cc1cccc(NC(=O)c2ccccc2OCC(=O)N2CCOCC2)c1C	.	1	6	-5	-1	-2	-5	.
6	Cc1ccc(S(=O)(=O)N2CCC(=O)N(C(COCc3cccc(Cl)c3)C(C)C)CC2)cc1 (stereo unspecified)	21	4	16	0	0	2	7	6
7	CCn1cc(S(=O)(=O)Nc2ccc(C)c(Cl)c2)cn1	12	4	-8	.	0	3	.	14
8	O=c1cc(-c2cccnc2)oc2c1ccc1ccccc12	-25	-5	-1	4	.	-5	-48	5
9	CN(Cc1ccccc1C#N)S(=O)(=O)c1cccs1	0	3	-1	-9	-6	4	-17	4
10	O=C(CCN1CCCCC1)NCC[C@H]1CC[C@@H](NC(=O)Cc2cccnc2)[C@@H](CO)O1	-8	2	3	-7	.	.	-1	0
11	Cc1noc(C)c1S(=O)(=O)Nc1ccc2c(c1)CC(=O)N([C@H](C)CO)C[C@@H](C)[C@@H](CN(C)S(C)(=O)=O)O2	-25	0	1	7	.	.	5	.
12	N#C[C@@H]1[C@H](c2ccccc2)[C@H](CO)N1S(=O)(=O)Cc1ccccc1	-18	0	-5	2	-3	7	1	13
13	COc1cccc(NC(=O)CCCCCN2C(=O)[C@@H]3Cc4ccccc4CN3C2=O)c1	-9	.	-24	3	-3	0	-4	-7
14	COc1ccc(Cl)cc1NC(=S)Nc1cccc(C)c1	27	2	.	2	-1	-2	2	0
15	CO[C@@H]1CN(C)C(=O)c2ccc(NC(=O)Nc3ccccc3F)cc2OC[C@H](C)N(Cc2ccccc2C(=O)O)C[C@H]1C	.	42	11	-6	1	-33	-16	3
16	COc1ccc(S(=O)(=O)NC(CCSC)C(=O)NC2CCCCC2)cc1 (stereo unspecified)	4	.	4	8	2	-3	24	13
17	O=C(CC1C(=O)NCCN1Cc1cccc(Oc2ccccc2)c1)NCCCn1cccn1 (stereo unspecified)	14	-11	15	1	1	1	-9	7
18	C=C(C)n1c(=O)[nH]c2ccccc21	-6	3	.	-1	.	.	.	-3
19	CN(C)CCCNc1ncnc2sc(-c3ccccc3)cc12	-27	-6	9	-12	.	2	-3	1
20	CC1CCN(C(=O)CCN2C(=O)/C(=C/c3cccs3)SC2=S)CC1	-5	-8	24	.	1	-11	9	-3
21	O=C(CCc1nnc(Cc2ccc3c(c2)OCO3)o1)N(CC1CCC1)CC1CCCO1 (stereo unspecified)	-23	-4	-3	-4	-2	-17	-9	0
22	Cc1noc(C)c1NC(=O)N(C)C[C@@H]1OCCCC[C@@H](C)Oc2ccc(NC(=O)CCC(F)(F)F)cc2C(=O)N([C@H](C)CO)C[C@H]1C	-4	-1	11	-16	1	-1	6	.
23	CCC(C)NC(=O)c1n[nH]c(=O)c2ccccc12 (stereo unspecified)	6	3	.	1	.	.	.	-3
24	O=C(c1cnc2nc3ccccc3n2c1)c1cc(F)ccc1O	0	.	-21	.	8	-2	-52	-5
25	CCCc1ccc(OCCNC(=O)c2ccccc2Br)cc1	8	0	-9	4	12	-5	0	-8
26	O=C(Cn1cc(C(=O)C2CC2)c2ccccc21)Nc1ccccc1Cl	12	-4	5	-3	0	-2	1	-1
27	CO[C@@H]1CN(C)C(=O)c2ccc(NC(=O)C3CC3)cc2OC[C@@H](C)NC[C@@H]1C	-12	-3	?	-1	-1	-17	-2	-9
28	COC(=O)c1ccccc1NC(=O)Cn1cnc2c1c(=O)n(C)c(=O)n2C	2	-1	-7	5	.	0	1	-3
29	O=C(CCC(=O)N1CCN(C(=O)c2ccco2)CC1)c1ccc(F)cc1	16	.	17	-5	-5	0	3	3
30	Cc1ccc(S(=O)(=O)Nc2ccc3c(c2)C(=O)N([C@@H](C)CO)C[C@@H](C)[C@H](CN(C)C(=O)NC2CCCCC2)OCCCC[C@@H](C)O3)cc1	6	-2	0	-5	-3	-10	-12	.
31	COCc1c(C(=O)OCC(=O)N2CCCC2=O)oc2ccccc12	1	-4	3	7	-2	3	8	3
32	CSCCC(NC(=O)C12CC3CC(CC(C3)C1)C2)C(=O)OCC(=O)c1ccccc1 (stereo unspecified)	-7	.	-12	4	-1	-1	-3	-16
33	CCCCC[C@@H](O)c1cc2ccccc2c(=O)o1	-59	0	-23	.	-2	3	-10	9
34	COc1ccc(CNC(=O)C[C@@H]2C=C[C@H](NC(=O)c3cccc(F)c3)[C@H](CO)O2)cc1	-2	3	15	-1	-1	-10	5	-4
35	COc1cc(CCC(=O)OCC(=O)Nc2ccccc2OC(F)F)cc(OC)c1OC	-8	.	-7	5	12	0	1	-10
36	CN1C[C@@H]2C(c3ccc(Cl)nc3)C3(c4cccnc4)CC2(C3)[C@H]1c1ccccc1 (stereo partly specified)	1	0	5	14	5	-2	3	-1
37	CCN(C(=O)COC(=O)c1cc(-c2ccccc2)nc2ccc(Br)cc12)C1CCS(=O)(=O)C1 (stereo unspecified)	10	.	3	.	0	6	4	16
38	C[C@H]1CN([C@@H](C)CO)C(=O)CCCn2cc(nn2)CO[C@H]1CN(C)C(=O)Nc1ccccc1F	.	1	17	8	0	-12	2	2
39	CN(C)CC(=O)Nc1ccc2c(c1)[C@@H]1C[C@@H](CC(=O)NC3CCCC3)O[C@@H](CO)[C@@H]1O2	0	-1	9	4	-2	-6	1	-2
40	C[C@@H]1CN([C@H](C)CO)C(=O)CCCn2cc(nn2)CO[C@H]1CN(C)CC1CCCCC1	.	1	12	12	0	-5	-4	-7
41	C=CCn1c(C(CC)CC)nc2ccccc21	-4	2	.	-1	-1	-3	6	-6
42	CC1(C)CC(=O)C2=C(C1)N1CCCCC1CC2=O (stereo unspecified)	26	1	.	12	.	.	.	-1
43	O=C(CCN1CCCCC1)NCC[C@@H]1CC[C@@H](NC(=O)C2CCOCC2)[C@@H](CO)O1	-3	-3	-17	2	4	-1	-32	-9
44	CCn1cc(CN2N=C(C)CC2c2ccccc2)c(C)n1 (stereo unspecified)	19	-12	.	.	2	-12	0	-3
45	CC(=O)Nc1ccc(SCC(=O)Nc2oc(C)c3c(C)n[nH]c(=O)c23)cc1	-13	1	2	3	6	3	-2	-4
46	COc1ccc(/C(O)=C2/C(=O)C(=O)N(CCN(C)C)C2c2cccnc2)cc1OC (stereo unspecified)	13	.	2	.	-2	-1	-4	.
47	Cc1cccc(OCC(=O)N(Cc2ccco2)C2CCS(=O)(=O)C2)c1 (stereo unspecified)	14	2	-7	8	1	0	9	1
48	C(=C\c1ccco1)/c1ccc2ccccc2n1	-104	-4	-43	-2	-1	-4	49	-12
49	Cc1noc(C)c1S(=O)(=O)Nc1cccc2c1O[C@H](CN(C)C(=O)Nc1ccc(F)cc1)[C@H](C)CN([C@@H](C)CO)C2=O	.	9	-10	8	7	-48	20	-8
50	COc1ccc(C(CNC(=O)C(=O)NC2CCCCC2)N2CCN(C)CC2)cc1 (stereo unspecified)	-16	-1	2	4	-2	-13	-6	2
51	COc1ccccc1NC(=O)CC(NC1CCCCC1)C(=O)O (stereo unspecified)	2	.	14	3	.	.	.	2
52	Cc1cc(C)n(-c2ncc3c(n2)N(C)CCOC3=O)n1	9	.	0	.	1	-5	-11	6
53	CCc1ccc(NC(=O)CSc2nnnn2C)cc1	-143	-2	-19	6	2	-7	.	-7
54	CCCCCC(C)n1[nH]c(=O)cc1N (stereo unspecified)	.	0	1	.	-2	-1	.	.
55	CCOC(=O)C(=O)N(C)c1c(CC)nc2c(OCc3cc(Cl)cc(Cl)c3)cccn12	10	-1	-5	2	-2	-4	6	11
56	C[C@@H]1CN([C@H](C)CO)C(=O)c2cc(NC(=O)Cc3cn(C)c4ccccc34)ccc2O[C@H]1CN(C)S(=O)(=O)c1cn(C)cn1	.	3	17	6	8	-5	3	.

4 entries out of the list above, ordered by their value in PGC1a acetyl inh, rising.
| entry | smiles | PglD DTNB | LGR2 antag | PGC1a acetyl inh | ERAP1 HTS inh | S100A4 inh HTS |
| --- | --- | --- | --- | --- | --- | --- |
| 51 | COc1ccccc1NC(=O)CC(NC1CCCCC1)C(=O)O (stereo unspecified) | . | 14 | 3 | . | . |
| 50 | COc1ccc(C(CNC(=O)C(=O)NC2CCCCC2)N2CCN(C)CC2)cc1 (stereo unspecified) | -1 | 2 | 4 | -2 | -13 |
| 53 | CCc1ccc(NC(=O)CSc2nnnn2C)cc1 | -2 | -19 | 6 | 2 | -7 |
| 49 | Cc1noc(C)c1S(=O)(=O)Nc1cccc2c1O[C@H](CN(C)C(=O)Nc1ccc(F)cc1)[C@H](C)CN([C@@H](C)CO)C2=O | 9 | -10 | 8 | 7 | -48 |

(continued)
entry	Structure	PAX8 reporter	PglD DTNB	LGR2 antag	PGC1a acetyl inh	ERAP1 HTS inh	S100A4 inh HTS	EWS-Fli inh	FN deposit inh
57	CCC(C)(C)n1nnnc1C(C(C)C)N(Cc1cccnc1)Cc1ccco1 (stereo unspecified)	8	-4	-7	-3	.	-4	0	-2
58	NC(=O)CSc1ccc(Br)cc1	9	-5	.	0	.	.	.	7
59	COC(=O)[C@H](Cc1ccccc1)N1CC=CS1(=O)=O	7	.	8	.	-2	0	7	4
60	CCOc1ncccc1C(=O)NNC(=O)CSc1ccc(Cl)cc1	-6	1	-1	1	1	-3	6	0
61	COc1cc(CNc2nc3ccccc3n2Cc2ccccc2)ccc1O	0	-1	.	-5	-3	1	0	-3

Screening results (PubChem)
